12-LOX inh = Primary qHTS assay for inhibitors of human arachidonate 12S-lipoxygenase (ALOX12): Round 2; Potency, µM (highest dose often 108 µM), without a hit: top-dose activity change, negative = inhibition, most hits filed as inhibitors; AID 1671190, 2021; hit rate 1.1% among 580,000; purified 12hLO, xylenol orange hydroperoxide absorbance; active = well fitted inhibition curve with a large enough effect; inconclusive = small, poorly fitted or top-dose-only effect, or another doubt; inactive = no such curve, though single readings can be large or run the other way
Target sequence (P18054 whole entry, looked up): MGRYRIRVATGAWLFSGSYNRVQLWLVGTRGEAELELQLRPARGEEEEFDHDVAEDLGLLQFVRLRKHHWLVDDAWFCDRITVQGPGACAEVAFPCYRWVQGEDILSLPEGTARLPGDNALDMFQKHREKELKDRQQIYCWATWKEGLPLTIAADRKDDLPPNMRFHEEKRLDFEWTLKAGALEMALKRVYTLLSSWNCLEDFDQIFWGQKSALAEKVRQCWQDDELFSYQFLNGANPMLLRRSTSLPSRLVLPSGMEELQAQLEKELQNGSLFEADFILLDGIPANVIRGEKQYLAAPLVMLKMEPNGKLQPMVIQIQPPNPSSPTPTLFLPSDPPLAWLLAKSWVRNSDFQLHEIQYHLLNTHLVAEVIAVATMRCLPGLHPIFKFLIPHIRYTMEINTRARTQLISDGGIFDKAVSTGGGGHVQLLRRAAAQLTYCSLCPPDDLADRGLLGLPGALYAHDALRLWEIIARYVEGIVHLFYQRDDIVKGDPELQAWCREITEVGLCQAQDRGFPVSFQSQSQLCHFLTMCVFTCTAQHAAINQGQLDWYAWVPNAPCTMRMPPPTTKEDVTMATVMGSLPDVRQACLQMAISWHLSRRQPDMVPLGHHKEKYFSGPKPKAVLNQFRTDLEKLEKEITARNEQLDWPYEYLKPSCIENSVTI
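Purified human 12hLO at 150 nM in 25 mM Hepes, 0.01% Triton X-100, pH 7.0, preincubated 15 min at room temperature with compound. Reaction started with 40 uM arachidonic acid, 30 min at room temperature. Hydroperoxide measured by Fe-xylenol orange, 573/405 nm absorbance ratio.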
Active calls of the source: *; ? = inconclusive; [ ] = dose if it differs, or a comment. % is set by controls: 0 for no effect and ±100 for the full control effect; potency is the fitted concentration of half-maximal effect. A portion of the library; count on the stated rates, not on these rows.

12-LOX inh | structure
-30%[176 µM] | Cn1cc(C2CC2)c2nc(COc3ccccc3)cn2c1=O
6% | COCc1cc(NCc2cccnc2Oc2cccc(C(F)(F)F)c2)ncn1
16%[176 µM] | O=[S+]([O-])(Nc1cccnc1)c1ccc2c(c1)OCCN(CC1CCOCC1)C2
1% | COCCC(=O)N1[C@@H]2CC[C@H]1CC(NC(=O)c1cnc(C)cn1)C2 (some centres undefined)
49%[activator][176 µM] | CC(=O)N(C)Cc1ccc(-c2ccccc2)cc1
-5% | Cn1cccc1C(=O)N1CCC(Cc2nc(C3CC3)n[nH]2)C1 (centres undefined)
-5% | COc1ccc(CCC(=O)NCC(=O)N2CCCCCCNC(=O)CC2c2ccccc2)cc1 (centres undefined)
-7% | O=C(CC1CCN(S(=O)(=O)c2ccc(F)c(F)c2)C1)NCc1ccccc1 (centres undefined)
36%[activator] | CCCN1C(=O)Cc2cc(C(=O)NCc3ccccc3F)ccc21
54%[activator] | CN(C(=O)NCc1ccc(F)cc1)C1CCc2nn(CC3CC3)c(=O)n2CC1 (centres undefined)

3 entries from above, arranged by their value in 12-LOX inh, low to high.
compound | 12-LOX inh
O=C(CC1CCN(S(=O)(=O)c2ccc(F)c(F)c2)C1)NCc1ccccc1 (centres undefined) | -7%
Cn1cccc1C(=O)N1CCC(Cc2nc(C3CC3)n[nH]2)C1 (centres undefined) | -5%
COCc1cc(NCc2cccnc2Oc2cccc(C(F)(F)F)c2)ncn1 | 6%

Continuation.
12-LOX inh | structure
? | CN(Cc1cc(C2CC2)n[nH]1)C(=O)c1ccccc1C1CCNC1 (centres undefined)
11% | Cc1ccc(-n2nc3n(c2=O)CCN([S+](=O)([O-])c2cccs2)C3)cc1
2%[176 µM] | CC(=O)N1CCN(C(=O)c2ccc3c(c2)NC(C)(COc2cccnc2)CO3)CC1 (centres undefined)
19% | O=C(NCCN1CCOCC1)C1CN(S(=O)(=O)c2cccs2)CC12CCCCC2 (centres undefined)
42%[activator] | COc1ccc(CCNC(=O)Cn2ccn3nc(-c4ccccc4)c(CO)c3c2=O)cc1OC
10%[6.33 µM] | O=C1NCc2ccccc2CC12CCCCN2Cc1cc2ccccc2o1 (centres undefined)
3% | Cc1ccc(C)c(N2CCN(C(=O)c3cc4n(n3)CC(c3ccc(Cl)cc3)OC4)CC2)c1 (centres undefined)
? | Cc1cc(N2CCC(NC(=O)c3ccc(N(C)C)cc3)C2=O)ccc1F (centres undefined)
? | Cc1ccc(NC(=O)Cn2ccn3nc(-c4ccccc4)c(CO)c3c2=O)c(Cl)c1
10% | COc1ccc(-c2[nH]nc3ncc(C(=O)N4CCN(Cc5ccccc5)CC4)nc23)c(C)c1

12-LOX inh | structure
? | O=C(NC1CCN(c2cc(-c3ccc(F)cc3)[nH]n2)CC1)c1ccc(F)c(Cl)c1
7% | Cc1ccccc1CNC(=O)COc1ccc(NC(=O)C2CC2)cn1
10%[6.33 µM] | CN1CCC2(Cc3ccccc3CN(C(=O)Cc3ccccc3)C2)C1 (centres undefined)
-2% | O=C(CN1C(=O)NC2(CCCCC2)C1=O)N1CCCCCC1
31%[activator][176 µM] | O=C(NCc1ccnc2[nH]ccc12)c1ccc2ccccc2n1
31%[activator] | CNC(=O)N1CCCN(C)c2ccccc21
-18%[176 µM] | COc1ccccc1-c1ccc2c(n1)CN(Cc1csc(C)n1)C(=O)CO2
34%[activator] | O=C(NCc1cccnc1)c1c(OCC2CC2)cc(=O)n2c1CCCCC2
3%[176 µM] | Fc1ccc(-c2cnc3n2C[C@H](CNCC2CCCCC2)OC3)cc1
47%[activator] | COc1ccc(C(=O)N2CCCC(Cc3ncc(C)n3Cc3ccc(F)cc3)C2)cn1 (centres undefined)

13 neighbouring records already listed, for reference:
12-LOX inh | structure
42%[activator] | COc1ccc(CCNC(=O)Cn2ccn3nc(-c4ccccc4)c(CO)c3c2=O)cc1OC
10%[6.33 µM] | O=C1NCc2ccccc2CC12CCCCN2Cc1cc2ccccc2o1 (centres undefined)
3% | Cc1ccc(C)c(N2CCN(C(=O)c3cc4n(n3)CC(c3ccc(Cl)cc3)OC4)CC2)c1 (centres undefined)
? | Cc1cc(N2CCC(NC(=O)c3ccc(N(C)C)cc3)C2=O)ccc1F (centres undefined)
? | Cc1ccc(NC(=O)Cn2ccn3nc(-c4ccccc4)c(CO)c3c2=O)c(Cl)c1
10% | COc1ccc(-c2[nH]nc3ncc(C(=O)N4CCN(Cc5ccccc5)CC4)nc23)c(C)c1
? | O=C(NC1CCN(c2cc(-c3ccc(F)cc3)[nH]n2)CC1)c1ccc(F)c(Cl)c1
7% | Cc1ccccc1CNC(=O)COc1ccc(NC(=O)C2CC2)cn1
10%[6.33 µM] | CN1CCC2(Cc3ccccc3CN(C(=O)Cc3ccccc3)C2)C1 (centres undefined)
-2% | O=C(CN1C(=O)NC2(CCCCC2)C1=O)N1CCCCCC1
31%[activator][176 µM] | O=C(NCc1ccnc2[nH]ccc12)c1ccc2ccccc2n1
31%[activator] | CNC(=O)N1CCCN(C)c2ccccc21
-18%[176 µM] | COc1ccccc1-c1ccc2c(n1)CN(Cc1csc(C)n1)C(=O)CO2

(continued)
12-LOX inh | structure
9% | O=C(NCc1ccc(OC(F)(F)F)cc1)NC1CCc2n[nH]c(=O)n2CC1 (centres undefined)
52%[activator][176 µM] | CN1C(=O)COC[C@@H]1[C@H](O)c1ccc(NC(=O)c2ccccc2)cc1
38%[activator][176 µM] | COCCNc1ncc(-c2ccc(O)cc2)c2c1OCC2
46%[activator] | CCCS(=O)(=O)N1CC[C@H](c2nc(C)no2)[C@H](NC(=O)COC)C1
26% | CC1CCC(NC(=O)c2nnn3c2COC(c2ccc(F)cc2)C3)CC1 (centres undefined)
12% | CN1CCCCCCN(S(=O)(=O)c2ccccc2)CCC1=O
30%[activator] | Cc1cc(C)n(CCC(=O)NCC2Cn3cccc3C(=O)N2Cc2ccccc2)n1 (centres undefined)
? | COc1cc(OC)c(OC)cc1CN1CCC(O)(CN2CCCC2)CC1
50%[activator] | COCc1nc(NCCc2nc(-c3ccccn3)no2)c2cnn(C)c2n1
34%[activator] | O=C(NCc1ccccn1)C1CCN(C(=O)C2(c3ccc(F)cc3)CC2)CC1

12-LOX inh | structure
1% | O=C(O)c1ccc(C#Cc2cccc(F)c2)cn1
-10% | O=C(C(=O)N1CCC(CNC(=O)C2COc3ccccc3O2)CC1)c1cccs1 (centres undefined)
-6% | CCCCOc1ccc(C(=O)NC2CCCCN(CCC)C2=O)cc1 (centres undefined)
115%[activator][176 µM] | CN(C(=O)C1CC1)C1CCCc2ccccc21 (centres undefined)
11%[176 µM] | O=C(Cc1ccccc1)Nc1ccc([C@@H](O)[C@H]2COCC(=O)N2Cc2ccccn2)cc1
-3% | O=C1CCN(C(=O)CCCc2ccccc2)CCCC(CO)CCN1 (centres undefined)
12%[176 µM] | Cc1ccc(-c2noc([C@@H]3Cc4nc[nH]c4CN3C(=O)Nc3ccccc3)n2)cc1
? | Cn1cnc([S+](=O)([O-])N2CCC(c3nnc4n3C(C(=O)O)CC4)CC2)c1 (centres undefined)
? | Cc1ccc(NC(=O)N2CCC(c3noc(COCC4CC4)n3)CC2)cc1F
35%[activator] | O=C(CCc1cc(Cl)no1)N1CCc2c(nc3cc(-c4ccccc4)[nH]n3c2=O)C1

12-LOX inh | structure
-35%[176 µM] | COc1ccc(-c2noc([C@@H]3C[C@@H](O)CN3Cc3cccnc3)n2)cc1
11% | CC(C)c1cccc(NC(=O)c2ccc3c(c2)N(C)C2CCCCN2C3=O)c1 (centres undefined)
21%[176 µM] | COc1ccc2nc([C@H]3CCN(Cc4ccccc4F)C3)[nH]c2c1
22% | COc1ccc(C(=O)N2CCCC3(C2)NC(=O)c2ccccc2O3)cc1 (centres undefined)
33% | COC(=O)[C@@H](C)NC(=O)c1coc(COc2cccc(C(F)(F)F)c2)n1
? | COc1ccc(C(=O)N[C@H]2C[C@H]3C(=O)NC[C@@H](CCC(=O)NCc4ccccc4)N3C2)cc1
24% | c1coc(-c2noc(CNCc3cccnc3-n3cncn3)n2)c1
90%[activator] | O=C(NCc1nnc2cc(-c3nc(C4CC4)no3)ccn12)c1nccc2ccccc12
17% | CN(Cc1nc(-c2ccccc2)cs1)C(=O)COc1ccc(F)cc1F
23% | CCOc1cc(C(=O)N2CCCN(c3cc(-c4ccc(F)cc4)[nH]n3)CC2)cc(OCC)c1OCC

12-LOX inh | structure
22% | CCn1ncc(CN(C)C(=O)c2cc(COc3ccccc3)[nH]n2)c1C
-6% | COC(=O)c1c(OCCN2CCCCC2)cc(=O)n2c1CCN(Cc1cccc3nccnc13)CC2
16% | Cc1cccc(NC(=O)N2CC(Oc3ccccc3-c3noc(C)n3)C2)c1
53%[activator] | Cc1ncccc1Oc1ncnc(-c2cc(N)nc3[nH]ccc23)c1C
22%[176 µM] | CC(C)(C)c1nnc([C@H]2CCN(Cc3cnc4ccccc4c3)C2)o1
3%[6.33 µM] | COc1ccc(CC(=O)N2CCC3(CC2)CN(C(=O)c2ccc(OC)cc2)CCO3)cc1
-4% | CC(C)Oc1cccc2c1c(NC(=O)C1CCCO1)nn2Cc1ccccc1 (centres undefined)
18% | COc1ccccc1OCCCN1CCN(Cc2ccccc2)CC(O)C1 (centres undefined)
3% | CN(C)c1nc2c(c(=O)[nH]1)CCN(Cc1ccc(Cl)cc1)CC2
28% | COc1ccc(C2(C(=O)N3CC4CC(C3)[C@H]3CCCC(=O)N3C4)CC2)cc1 (some centres undefined)

12-LOX inh | structure
49%[activator][176 µM] | COc1ccccc1CN1CC(COc2ccccc2)C2(C1)CN(C(=O)c1cn[nH]c1)C2 (centres undefined)
85%[activator] | O=C(c1ccccc1N1CCOCC1)N1CCCn2nc(CO)cc2C1
? | COCC1CN(C(C)=O)CC12CCN(Cc1cccc(Cl)c1F)CC2 (centres undefined)
-3% | CCCc1noc(-c2ccn3c(CNC(=O)c4ccc(C)cc4)nnc3c2)n1
57%[activator] | OCC1CN(C2CCC2)CC12CCN(Cc1ccc(Br)o1)CC2 (centres undefined)
-6%[176 µM] | COC(=O)C1CCN([C@H]2[C@@H]3OC[C@@H](O3)[C@@H](NC(=O)Nc3cccc(C#N)c3)[C@@H]2O)CC1
2% | Nc1nc(CCCNC(=O)C2CC(=O)N(Cc3ccccn3)C2)cs1 (centres undefined)
28% | Cc1ccc2nc(SCCC(=O)N3CC[C@@](C)(O)[C@@H](O)C3)cc(C)c2c1
-3% | CC(C)(C)c1[nH]cnc1C=c1[nH]c(=O)c(=Cc2ccccc2)[nH]c1=O
0% | CCC(CC)CN1C[C@]23C=C[C@H](O2)C(C(=O)N(C)CCn2ccnc2C)C3C1=O (some centres undefined)

12-LOX inh | structure
27% | CSc1cccc(NC(=O)N[C@H]2CCN(C(=O)c3cccn3C)[C@@H]2C(=O)N[C@H]2CCCNC2=O)c1
-4% | O=C(NC[C@H]1O[C@H](Cc2cc(CN3CCNCC3)on2)CC[C@@H]1O)c1ccccc1F
2%[176 µM] | CC1=C[C@@H](CC#N)[C@H](C(C)C)C[C@H]1CC(=O)N1CCOCC1
0% | OC[C@H]1O[C@@H]2O[C@H]3[C@H](O)[C@@H](O)[C@@H](O[C@H]4[C@H](O)[C@@H](O)[C@@H](O[C@H]5[C@H](O)[C@@H](O)[C@@H](O[C@H]6[C@H](O)[C@@H](O)[C@@H](O[C@H]7[C@H](O)[C@@H](O)[C@@H](O[C@H]8[C@H](O)[C@@H](O)[C@@H](O[C@H]9[C@H](O)[C@@H](O)[C@@H](O[C@H]1[C@H](O)[C@H]2O)O[C@@H]9CO)O[C@@H]8CO)O[C@@H]7CO)O[C@@H]6CO)O[C@@H]5CO)O[C@@H]4CO)O[C@@H]3CO
34%[activator] | CNC(=O)[C@@H]1CN(Cc2ccc(F)c(F)c2)C[C@H]1CO
38% | COc1cccc(C(=O)N2CC[C@@H]3CN(S(C)(=O)=O)[C@@H]3C2)c1C
13% | COc1ccc(F)c(CN2CCCC(O)(CN(C)Cc3ccccc3)C2=O)c1 (centres undefined)
13% | COC(=O)c1ccccc1-c1cc(C)cc2c1OC(CNC(=O)c1cc(C)n(C)n1)C2 (centres undefined)
-11% | Cc1ccc(C(=O)N2C[C@H](c3nc(-c4ccncc4)no3)[C@@H](C)C2)c(C)c1
-11% | Cc1ccc(-c2nnc(C3CN(C(=O)CC(C)C)CC34CCOCC4)o2)cc1 (centres undefined)

12-LOX inh | structure
-11% | CC(C)NC(=O)N[C@H]1CCN(C(=O)c2cccn2C)[C@@H]1C(=O)N[C@H](Cc1c[nH]c2ccccc12)C(N)=O
5% | CCOC(=O)c1ccccc1NC(=O)Cn1c(N2CCc3ccccc3C2)nc(C)cc1=O
43%[activator] | COC[C@@H]1CNC[C@H]1c1nc(C2CC2)no1
13% | Cn1ccc2c(-c3cc(NCCO)nc(N)n3)ccnc21
? | O=C(NCc1ccc(N2CCCCC2)cc1)c1cccc2c1CCN2C(=O)C1CC1
174%[activator] | O=C1CCN(Cc2ccccn2)CCCC(c2nc(-c3cnccn3)no2)CCN1 (centres undefined)
62%[activator] | COCCN1C(=O)CCC2(C(=O)Nc3cc(OC)cc(OC)c3)CCCC=C12 (centres undefined)
-8%[176 µM] | COCc1cc(C[C@H]2CNCC[C@H]2CC(=O)NCc2ccc(OC)c(OC)c2)no1
7%[176 µM] | Cn1ccc(NC(=O)C2(C)CCCc3cnc(NCc4ccccc4)nc32)n1 (centres undefined)
4% | Cc1ccc(CNC(=O)C2(c3ccc(NC(=O)C(C)C)cc3)CCC2)cc1C
50%[activator] | CCn1ccc(C(=O)N2CCC(Oc3ccccc3)C2)n1 (centres undefined)
-15% | Cc1ccc(S(N)(=O)=O)cc1C(=O)N1CCN(c2ccccc2)C(=O)C1

Screening results: PubChem BioAssay, National Center for Advancing Translational Sciences (NCATS)
